# High-throughput results as filed in PubChem.
# RPL19A-GFP yeast: RPL19A-GFP expression modulators in yeast, primary screen, cell-based, S. cerevisiae, multiplex flow cytometry, MLPCN; S. cerevisiae RPL19A-GFP strain, 3 h; stronger effect = lower value; percent response vs DMSO, % at 10 µM; 330,000 tested, 0.3% active;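 active = percent response vs DMSO below 50%; inconclusive = fewer than 70 events counted for the yeast strain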;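 also: median channel GFP fluorescence of the barcoded RPL19A-GFP strain; ratio of sample median GFP to plate DMSO average so 100% = DMSO; lower means less RPL19A-GFP as with rapamycin TOR inhibition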
# CR mimetic SO: reduction of superoxide in aged yeast, primary screen, HTS; superoxide response (% of plate mean), % at 10 µM; S. cerevisiae aged cells, superoxide DHE fluorescence; stronger effect = lower value; AID 2690, 2010; 330,000 tested, 0.18% active;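 active = superoxide response under a set limit, about three screen SD below normal, cut at about 65% in these data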;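 also: yeast aged for seven days with compound at 30 °C before DHE staining; 100% = average MFI of all compound-treated wells on the plate with controls excluded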
# AHR act: AHR activators, primary screen, cell-based, luminescence, luciferase reporter, human. activation, % at 5 µM. 320,000 tested, 2.5% active. AHR-responsive luciferase reporter cells; in the data active = activation above about 47%;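 also: 0% = vehicle wells and 100% = reference agonist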
# MEP2-GFP yeast: modulators of MEP2-GFP levels in yeast, primary screen, S. cerevisiae, multiplex flow cytometry, MLPCN library; GFP response vs DMSO, % at 10 µM; 330,000 tested, 0.51% active; S. cerevisiae MEP2-GFP strain, 3 h; 100% = DMSO control level;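 active = GFP response versus DMSO above a set limit, roughly screen mean plus 3 SD, cut at about 180% in these data; inconclusive = fewer than 70 cells counted for a yeast strain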;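 also: median GFP fluorescence of the barcode-gated MEP2-GFP cells per well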
# LAP4-GFP MLPCN: modulators of LAP4-GFP expression in yeast, primary screen, S. cerevisiae, multiplex flow cytometry, MLPCN library; 320,000 tested, 0.34% active; GFP response vs DMSO, % at 10 µM; 3 h; median GFP as percent of DMSO wells;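 active = GFP response vs DMSO above a set limit, about the screen mean plus 3 SD, cut at about 150% in these data; inconclusive = under 70 cell events counted for the yeast strain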
# GASC-1 inh: inhibitors of GASC-1 histone demethylase, primary screen, biochemical, fluorescence, DELFIA europium; Lysine-specific demethylase 4C (Homo sapiens), Q9H3R0; GST-JMJD2C(1-420) H3K9me3 demethylation; inhibition, % at 2.35 µM; 330,000 tested, 0.069% active;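 active = more than half of a compound's replicate wells show inhibition beyond 50%, single wells judged on their own value; inconclusive = some, but no more than half, of replicates pass 50% inhibition; inactive = no replicate passes 50% inhibition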;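 also: signal counts dimethyl H3K9 product captured on neutravidin plate; 0% = median of DMSO wells and 100% = 0.3 times that DMSO median; strong numbers were not always called active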
# Target sequence (Q9H3R0 1-420 limits assumed): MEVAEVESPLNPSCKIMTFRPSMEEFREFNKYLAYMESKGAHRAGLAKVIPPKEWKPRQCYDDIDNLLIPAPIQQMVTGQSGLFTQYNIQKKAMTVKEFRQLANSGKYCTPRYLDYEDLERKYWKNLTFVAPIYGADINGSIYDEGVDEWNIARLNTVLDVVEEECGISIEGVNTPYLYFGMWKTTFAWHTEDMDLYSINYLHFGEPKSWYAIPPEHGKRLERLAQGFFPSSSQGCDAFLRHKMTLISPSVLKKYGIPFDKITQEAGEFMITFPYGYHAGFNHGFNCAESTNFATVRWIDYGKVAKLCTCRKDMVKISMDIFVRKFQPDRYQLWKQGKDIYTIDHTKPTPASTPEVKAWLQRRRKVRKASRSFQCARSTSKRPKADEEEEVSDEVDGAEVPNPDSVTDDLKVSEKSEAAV
# procasp7 counter: procaspase-7 activators, primary screen, counter-screen for procaspase-3 activator project, biochemical, absorbance, HTS, human. Caspase-7 (Homo sapiens), P55210. recombinant procaspase-7, Ac-DEVD-pNA absorbance 405 nm; D23A/D198A/D206A triple mutant, cannot self-cleave; scale: DMSO 0, 5 µM enzyme 100. activation, % at 8.5 µM. 330,000 tested, 0.093% active. AID 463210, 2010;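 active = percent activation above the screen-wide mean plus 3 SD, cut at about 25% in these data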
# Target sequence (P55210 whole entry D23A/D198A/D206A): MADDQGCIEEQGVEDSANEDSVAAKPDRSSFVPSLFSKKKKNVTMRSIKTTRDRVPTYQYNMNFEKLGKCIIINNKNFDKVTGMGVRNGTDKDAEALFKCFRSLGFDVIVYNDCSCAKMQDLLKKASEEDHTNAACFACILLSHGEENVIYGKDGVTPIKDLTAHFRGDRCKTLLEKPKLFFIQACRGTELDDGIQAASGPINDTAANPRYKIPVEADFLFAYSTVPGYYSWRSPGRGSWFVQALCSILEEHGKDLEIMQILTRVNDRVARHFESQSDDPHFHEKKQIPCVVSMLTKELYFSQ
#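 signal = Epi-absorbance of released pNA at 405 nm, two timepoints | assay system = Uncleavable procaspase-7 mutant enzyme | reagent = Ac-DEVD-pNA substrate, 400 µM as added | times = 1 h enzyme–compound preincubation and 2 h substrate reaction, both 25 °C | benchmarks = low DMSO alone, high DMSO plus 5 µM PC-7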
# proCasp3 act: activators of human procaspase-3 D3A mutant, primary screen, biochemical, absorbance, PC-3 D3A mutant, single concentration | recombinant procaspase-3 D3A, Ac-DEVD-pNA absorbance 405 nm | activation, % at 8.5 µM | 330,000 tested, 0.11% active | AID 463141, 2010;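 active = activation above the mean of all tested compounds plus 3 SD, cut at about 21% in these data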;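 also: 0% = DMSO alone and 100% = DMSO wells spiked with extra 5 µM PC-3 D3A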
# Target sequence (P42574 whole entry D9A/D28A/D175A): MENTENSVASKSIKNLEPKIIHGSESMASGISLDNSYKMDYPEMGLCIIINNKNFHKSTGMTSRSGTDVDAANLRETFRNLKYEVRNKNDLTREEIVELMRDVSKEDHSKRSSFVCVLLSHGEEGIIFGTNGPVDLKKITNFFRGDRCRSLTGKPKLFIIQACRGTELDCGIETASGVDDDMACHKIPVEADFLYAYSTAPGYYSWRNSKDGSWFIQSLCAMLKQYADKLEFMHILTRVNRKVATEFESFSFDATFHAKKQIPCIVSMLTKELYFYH
#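 Assay system: Autoprocessing-dead procaspase-3 D3A mutant enzyme; also added: Ac-DEVD-pNA; doses: one concentration, 8.5 µM nominal, 0.8% DMSO; times: 1 h compound preincubation, 2 h substrate hydrolysis at 25 °C; technique: 405 nm absorbance of p-nitroaniline, reads at 0 and 120 min; measure: % activation between DMSO and enzyme-spiked controls; repeats: single replicate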
# * marks the source's active call; other numbers are inactive results; ? = inconclusive; · = not tested or not shown.
# The opening 3 compounds, ahead of the listing:
structure,AHR act,MEP2-GFP yeast,RPL19A-GFP yeast,CR mimetic SO,LAP4-GFP MLPCN,proCasp3 act,procasp7 counter,GASC-1 inh
C=CCOc1ccc(C2=NOC(C(=O)Nc3ccc4c(c3)OCCO4)C2)cc1OC (centres undefined),8,108,108,101,87,4,5,-10
CCn1cc(/C=C/C(=O)Nc2ccn(Cc3c(F)c(F)cc(F)c3F)n2)cn1,16,·,·,104,·,1,-4,2
Cc1cccc(C)c1N1C(=O)CC(N(O)c2ccccc2)C1=O (centres undefined),1,101,103,98,101,-6,2,5

# The list itself (from the top)
structure,AHR act,MEP2-GFP yeast,RPL19A-GFP yeast,CR mimetic SO,LAP4-GFP MLPCN,proCasp3 act,procasp7 counter,GASC-1 inh
C=CCOc1ccc(C2=NOC(C(=O)Nc3ccc4c(c3)OCCO4)C2)cc1OC (centres undefined),8,108,108,101,87,4,5,-10
CCn1cc(/C=C/C(=O)Nc2ccn(Cc3c(F)c(F)cc(F)c3F)n2)cn1,16,·,·,104,·,1,-4,2
Cc1cccc(C)c1N1C(=O)CC(N(O)c2ccccc2)C1=O (centres undefined),1,101,103,98,101,-6,2,5
O=c1oc2ccccc2c(NCc2cccc(F)c2)c1[N+](=O)[O-],10,99,101,92,100,7,-5,-6
CCOC(=O)N1CCN(S(=O)(=O)c2ccc3[nH]c(=O)oc3c2)CC1,2,100,106,96,101,4,0,4
C/C(=N\NS(=O)(=O)c1ccccc1)c1ccc2c(c1)OCO2,12,106,101,103,100,4,6,-17
C=CCN(CC=C)C(=O)C(=O)c1cc(C)n(-c2ccc([N+](=O)[O-])cc2)c1C,-3,108,100,107,101,-11,0,-1
COc1ccc(COC(=O)C2CCN(S(=O)(=O)c3ccc(F)cc3)CC2)cc1,-1,100,99,146,106,0,10,0
O=C(Nc1ccc(N2CCCC2)cc1)c1cccc(Cl)c1Cl,30,109,105,99,99,-5,1,-2
CCn1c(Cc2cccn2C)nnc1SCC(=O)c1ccc(C)cc1,-4,94,90,94,103,-5,-4,-2
COc1ccc(S(=O)(=O)Cc2ccc(C(=O)N3CCN(C(=O)c4ccco4)CC3)o2)cc1,0,100,105,94,100,3,3,14
Cc1occc1C(=O)Nc1nnc(C(F)(F)F)s1,2,115,98,126,105,2,5,1
CCN(CC)c1ccc(C2C3CCCCC3(O)CCN2CC(=O)N2CCCCC2)cc1 (centres undefined),1,109,99,104,94,3,12,3
Cc1ccc(CC(=O)OCCNC(=O)c2cccnc2)cc1,0,109,106,92,99,-3,-3,4
CC1CCc2sc3c(c2C1)c1ncnn1c(=O)n3CC(=O)c1ccc(Br)cc1 (centres undefined),-6,94,93,111,86,2,17,6
S=c1nc[nH]c2c1sc1nc(-c3ccccc3)c3c(c12)CCCC3,-4,100,99,119,108,0,-6,4
Cc1ccc(C(=O)OCC(=O)Nc2c(Cl)cc(S(N)(=O)=O)cc2Cl)o1,4,103,96,90,104,2,-6,49
CSc1cnn(Cc2ccccc2)c(=O)c1SCc1ccccc1,0,94,95,99,84,-24,-24,-17
COc1ccc(N(Cc2cc(=O)[nH]c3ccccc23)C(=O)c2ccco2)cc1,11,108,99,77,103,3,-3,-1
CCOc1ccccc1/C=N/Nc1ccnc(=O)[nH]1,·,110,106,104,96,·,·,1
Cc1nc2ccccn2c1CN(C)C(=O)C1CCC(=O)N(CCc2cccc(F)c2)C1 (centres undefined),0,95,94,98,83,1,9,2
O=C(c1ccc(Cl)s1)N1CCN(c2ccccc2)CC1,-3,107,97,107,112,5,3,-12
CCOC(=O)c1sc(NC(=O)CC(C)c2ccccc2)nc1C (centres undefined),1,108,104,99,102,4,-4,-6
CC(=O)Nc1ccc(N2C(=O)CSC2c2ccc(F)cc2)cc1 (centres undefined),2,102,102,108,93,10,-8,-4
c1coc(-c2nc3nc4ccccc4n3nc2-c2ccco2)c1,43,98,105,137,86,-3,4,-2
Cc1ccc(N=CC2=C(O)CC(c3ccco3)CC2=O)cc1 (centres undefined),-1,103,95,97,110,9,-6,4
Cc1c(NC(=O)/C(=C\c2ccccc2)NC(=O)c2ccccc2)c(=O)n(-c2ccccc2)n1C,2,104,101,93,92,4,7,1
Cc1ccc(CC(=O)Nc2nc3c(s2)CCCC3)cc1,11,89,98,111,91,-12,-5,2
Cc1cc(C)nc(NS(=O)(=O)c2ccc(NC(=O)C(C)C)cc2)n1,13,106,102,82,93,-3,-3,-1
COc1ccc(N2CCN(S(=O)(=O)c3c(C)noc3/C=C/N(C)C)CC2)cc1,-1,100,96,95,91,1,1,13
Cc1ccc(CNC(=O)C2CCCN(c3nn4c(=O)cc(C)nc4s3)C2)cc1 (centres undefined),0,96,97,90,116,3,-1,2
CC1CCCN(CCOCCSc2ccccc2)C1 (centres undefined),-2,·,·,81,·,14,1,-1
COc1cc(C(=O)NNC(=S)NC(=O)c2ccc(Cl)cc2)cc(OC)c1OC,7,107,110,97,98,-6,-5,-2
COc1cc2c3c(c1OC)C1(C=CC(=NO)C=C1)CC3N(C(C)=O)CC2 (centres undefined),0,97,95,113,97,2,4,1
O=C(NN=C1CCCCCCC1)c1ccc2ccccc2n1,22,104,103,118,109,-9,-7,7
CCOC(=O)c1sc2ccc(S(=O)(=O)N3CC(C)CC(C)C3)cc2c1N (centres undefined),-3,115,108,103,113,-12,-1,0
N#Cc1c(C(F)(F)F)cc(C2CC2)nc1N1CCCC1,5,99,95,110,104,6,-7,4
COc1ccccc1NC(=O)CCc1c(C)[nH]c(=O)c(C#N)c1C,2,102,97,106,100,9,4,4
O=C(COC(=O)c1ccc(F)c(S(=O)(=O)N2CCOCC2)c1)NC1CC1,1,108,112,98,108,6,1,-12
Cc1cc(C)nc(S/C=C/C(=O)c2ccccc2F)n1,-3,98,100,101,182*,-5,-7,-8
O=C(O)CC(NC(=O)C12CC3CC(CC(C3)C1)C2)c1ccc(Cl)cc1 (centres undefined),0,107,108,101,90,0,-3,-1
Cc1cc(C)cc(N(CC(=O)NC2CCCC2)C(=O)CCC(=O)Nc2nc(C)cs2)c1,2,91,92,92,92,-1,-10,-7
Cc1cccc(N2CCN(C(=O)c3cc(S(=O)(=O)N4CCOCC4)cn3C)CC2)c1C,-1,102,97,118,99,2,10,3
COc1cc(C(=O)NNC(=O)CCOc2ccccc2)cc(OC)c1OC,-1,104,99,96,92,10,0,-3
COCCOC(=O)c1c(C)n(C)c2ccc(OC(=O)c3ccccc3F)cc12,27,103,110,99,89,3,13,2
CCOC(=O)C1CCN(CCC(=O)Nc2cccc(C)c2)CC1,3,101,100,98,103,-1,3,1
COc1ccc(C(C[N+](=O)[O-])c2c(-c3ccccc3)cc3ccccn23)cc1OC (centres undefined),-3,92,97,101,115,0,-5,-7
CCOC(=O)CN1C(=O)N(c2ccccc2OC)S(=O)(=O)c2ccccc21,1,106,98,90,96,-5,4,62
CCn1c(CNc2ccccc2Cl)nnc1SCCN1CCCCC1,6,108,102,83,97,7,2,2
O=C1CCCN1CCC(=O)N1CCCC(CO)(Cc2ccccc2)C1 (centres undefined),6,109,102,102,102,7,-7,8
Cc1cnnc2c1-c1no[n+]([O-])c1CC2,0,100,99,115,96,-2,0,8
C[C@H](O)C(=O)C1=Nc2c(nc(N)[nH]c2=O)NC1,8,94,92,98,92,-11,-21,·
CSc1nsc(SC)c1C(=O)Nc1ccc(C)cc1,33,98,97,94,107,-8,9,-10
COc1ccc(OC)c(Nc2nc(N(C)c3ccccc3)nc(N)c2[N+](=O)[O-])c1,6,107,98,100,103,-2,6,0
CCOC(=O)/C(C(=O)Nc1ccc(Br)cc1)=C1/NC(C)(C)Cc2ccccc21,10,101,99,93,104,2,-8,7
CN(c1ccccc1C(=O)O)S(C)(=O)=O,-1,97,100,101,95,5,15,-2

# (list continues)
structure,AHR act,MEP2-GFP yeast,RPL19A-GFP yeast,CR mimetic SO,LAP4-GFP MLPCN,proCasp3 act,procasp7 counter,GASC-1 inh
Cc1cc(C(F)(F)F)n2[nH]c(=O)c(N=Nc3ccccc3)c2n1,0,99,103,94,118,-1,-5,3
Cc1ccccc1NC(=O)Cn1c(=O)n(C)c2ccccc21,2,99,105,100,100,6,4,2
Cc1ccc(CN2CCC(n3nccc3NC(=O)c3ccccc3C)CC2)o1,5,97,104,117,93,-9,-5,7
COc1cc(NC(=O)c2cc(-n3cnnc3)ccc2Cl)cc(OC)c1,12,108,102,89,104,1,0,4
O=C(COC(=O)c1ccc(F)c(S(=O)(=O)N2CCOCC2)c1)c1ccc(Cl)cc1,1,119,109,103,112,2,-3,-5
COCCC(=O)N1CCC(Oc2ccc(C(=O)NCc3cc(C)n(C)n3)cc2)CC1,2,94,98,83,83,9,5,-8
c1ccc(-c2nc3nonc3nc2-c2ccccc2)cc1,5,103,106,115,101,1,5,2
Cc1cc(OCC(=O)Nn2cnnc2)ccc1Br,0,106,102,99,105,-10,4,3
COc1ccccc1C1c2c(C)nn(-c3ccccc3)c2NC(=O)C1NC(=O)c1ccccc1 (centres undefined),0,108,112,111,100,3,6,-2
Oc1ccc(Cl)cc1-c1cc(-c2ccco2)[nH]n1,47*,252*,·,89,98,-3,3,-2
CCN(CC)C(=O)C1CC(=O)N(c2ccc(OC)cc2)C1c1ccc(OC)cc1 (centres undefined),-1,102,92,111,103,-2,-2,-3
Cc1ccc(S(=O)(=O)C2(C(=O)Nc3cccnc3)CC2)cc1,-1,97,95,97,114,10,1,-7
N#C/C(C(=O)NCCc1ccccc1)=C1/N=C(NC(=O)c2cccs2)c2ccccc21,-6,?,?,100,?,0,-8,6
COC(=O)C1CCN(C(=O)COc2ccc(N(C)S(=O)(=O)c3ccc(C)cc3)cc2)CC1,0,97,96,100,109,2,-4,0
CC(O/N=C\c1ccccc1O)C(=O)Nc1ccccc1C(=O)N1CCOCC1 (centres undefined),-3,?,?,90,?,0,6,1
Cc1ccsc1C=C1C(=O)c2ccccc2C1=O,18,107,107,108,105,-4,-5,1
Cc1cccc(NC(=S)N2CCC(C(=O)c3ccc(F)cc3)CC2)c1C,-2,97,98,101,91,2,12,52
CC(C)CCNC(=O)CC1Nc2c3ccccc3nc(=S)n2C1=O (centres undefined),0,105,100,100,99,3,3,2
Cc1cc(-c2ccccc2)nc2oc(C(=O)NN)c(N)c12,44,104,97,80,116,-17,-6,-10
Cc1ccc(SCC(=O)c2c(C)nc3cc(C)ccn23)cc1,-4,77,85,96,121,-1,5,-3

# Hits appear at their usual frequency; any-hit rate near 3.8%.
